# Source: PubChem BioAssay (several laboratories)
# CendR NRP1 mod = modulators of CendR peptide binding to human neuropilin-1. FAM-RPARPAR peptide binding to NRP-1, fluorescence polarization. inhibition, % at 25 µM. 360,000 compounds, 0.85% hits. AID 602438;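 active = inhibition or corrected inhibition above about 18%, plus a signal ratio from 0.5 to 1.5, limit read from the data, passing the limit was not always enough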; also: strong numbers were not always called active
# Target sequence (O14786 whole entry, looked up): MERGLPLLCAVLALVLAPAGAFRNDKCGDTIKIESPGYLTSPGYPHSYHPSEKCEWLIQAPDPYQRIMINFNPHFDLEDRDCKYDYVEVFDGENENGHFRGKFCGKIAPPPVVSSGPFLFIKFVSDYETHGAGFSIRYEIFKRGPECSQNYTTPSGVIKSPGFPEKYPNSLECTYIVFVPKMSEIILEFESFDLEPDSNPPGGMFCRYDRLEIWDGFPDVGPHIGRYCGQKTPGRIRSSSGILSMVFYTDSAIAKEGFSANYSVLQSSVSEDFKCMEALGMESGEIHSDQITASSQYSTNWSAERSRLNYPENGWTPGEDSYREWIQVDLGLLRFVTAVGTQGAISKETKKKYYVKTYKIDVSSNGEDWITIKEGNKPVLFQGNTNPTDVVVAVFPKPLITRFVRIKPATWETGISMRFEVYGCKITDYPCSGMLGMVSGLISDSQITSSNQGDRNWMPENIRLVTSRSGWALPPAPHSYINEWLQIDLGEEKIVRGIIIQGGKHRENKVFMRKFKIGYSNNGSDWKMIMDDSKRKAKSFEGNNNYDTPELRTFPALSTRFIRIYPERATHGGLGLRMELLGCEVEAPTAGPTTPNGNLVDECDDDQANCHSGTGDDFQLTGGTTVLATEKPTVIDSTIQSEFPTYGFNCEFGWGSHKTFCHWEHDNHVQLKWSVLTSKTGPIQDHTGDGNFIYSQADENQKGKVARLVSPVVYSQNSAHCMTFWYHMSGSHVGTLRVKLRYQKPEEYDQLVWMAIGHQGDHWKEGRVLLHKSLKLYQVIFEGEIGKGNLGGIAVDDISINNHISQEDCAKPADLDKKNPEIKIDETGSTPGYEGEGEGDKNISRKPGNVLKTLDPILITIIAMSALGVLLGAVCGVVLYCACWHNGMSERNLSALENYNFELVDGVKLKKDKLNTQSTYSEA
# MT1-MMP act inh = MT1-MMP (human) activation inhibition. P50281. HT1080 RFP-PRO-GFP cells, GFP/RFP ratio fluorescence, overnight; percent of plate control window, DMSO zero. GFP/RFP ratio change, % at 20 µM. 360,000 compounds, 0.061% hits;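 active = GFP/RFP ratio change of at least 30% with cell ATP level not reduced by more than half and red fluorescence within 50% of control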; also: strong numbers were not always called active
#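 Read-out: GFP/RFP fluorescence ratio; Test system: RFP-PRO-GFP reporter HT1080 cells; Compound dosing: single-point 20 µM compound, 1% DMSO; Times: overnight compound exposure at 37 °C.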
# MsrA inhibitor = bovine MsrA inhibition. inhibition, % at 15.5 µM. 360,000 compounds, 0.75% hits. purified bovine MsrA, absorbance read-out; in the data active = inhibition above about 4.5%;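 also: 0% = vehicle wells with enzyme and 100% = reference inhibitor wells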
# Rin1 Abl inh = blocks binding of human Rin1 to Abl. P00519+Q13671. TR-FRET Rin1/Abl binding, biochemical. inhibition, % at 7.35 µM. 360,000 compounds, 0.4% hits; in the data active = inhibition above about 5%, passing the limit was not always enough
# E coli Lon inh = inhibitors of E. coli Lon protease; AID 602123; inhibition, % at 7.94 µM; 360,000 compounds, 0.42% hits; purified E. coli Lon protease, fluorescence polarization; P0A9M0; in the data active = inhibition above about 13%, passing the limit was not always enough;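 also: 0% = enzyme with probe and DMSO and 100% = no enzyme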
# Neddylation inh = inhibitors of human cullin neddylation; AID 651699; TR-FRET cullin neddylation, biochemical; 360,000 compounds, 0.58% hits; calls only at 25 µM; P61081+Q13564; in the data active = inhibition above about 36%
# FAS-TE inh = FAS thioesterase (human) inhibition | P49327 | recombinant FAS-TE, OMFH fluorogenic substrate, fluorescence endpoint | inhibition, % at 15 µM | 360,000 compounds, 0.67% hits;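 active = compounds whose normalised, plate-corrected inhibition of enzyme fluorescence in the single-dose primary screen is 50% or more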;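 also: 0% = DMSO with enzyme and 100% = substrate without enzyme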
# SKN-1 block = blocks SKN-1 activity in C. elegans. 360,000 compounds, 0.49% hits. inhibition, % at 21.8 µM. C. elegans VP596 Pgst-4::GFP/RFP ratio, acrylamide-induced, 24 h. AID 624304;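 active = interference check ratio from 0.5 to 1.5 plus GFP to RFP signal ratio inhibition reaching or exceeding a fixed threshold, cut at about 30% in these data, passing the limit was not always enough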; also: some compounds called inactive have numbers as strong as hits
# bovine MsrA act = bovine methionine sulfoxide reductase A activation; purified bovine MsrA, absorbance read-out; activation, % at 10.6 µM; 360,000 compounds, 0.3% hits; in the data active = activation above about 7.5%;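 also: 0% = vehicle and 100% = reference activator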
# An asterisk follows results filed as active; i = inactive; nt = no result given; + = active, no number.
canonical_smiles	CendR NRP1 mod	MT1-MMP act inh	MsrA inhibitor	Rin1 Abl inh	E coli Lon inh	Neddylation inh	FAS-TE inh	SKN-1 block	bovine MsrA act
CC(C)Oc1ccc(S(=O)(=O)N2CCOCC2)cc1NC(=O)c1ccc(Cl)c(S(=O)(=O)N2CCOCC2)c1	-13	1	-0.1	-5	0	i	10	11	1
Cn1cnnc1SCC(=O)Nc1nc(-c2ccc(F)cc2)cs1	-12	1	1.0	4	2	i	-2	-6	0
O=C(c1ccc(S(=O)(=O)N2CCOCC2)cc1)N1CCc2ccccc21	24*	1	3.4	1	2	i	0	-8	-4
Cc1cc(C)n2cc(CSc3ccc(Cl)cc3)nc2n1	10	-1	-0.9	-3	-5	i	2	4	-1
Cc1cnc(NC(=O)Nc2ccccc2)c(C)n1	5	2	0.6	-3	1	i	-3	5	-4
Cc1ccc(/C=N/n2c(C)cc(C)c(C#N)c2=O)o1	3	4	0.4	-1	-2	i	-10	-3	-2
CCOC(=O)N1CCN(S(=O)(=O)c2ccc(OC)cc2)CC1	2	1	-1.0	1	13	i	-5	10	-3
O=C(Nc1nnc(Cc2ccc(F)cc2)s1)Nc1ccccc1F	-7	9	0.8	0	-5	i	-3	-14	-9
O=C(NCCSc1ccccc1)c1ccc(Br)cc1	2	3	0.3	2	-15	i	10	0	-8
COc1ccccc1N1C(=O)C(Cl)=C(N2CCCC2)C1=O	4	3	0.4	-3	2	i	-1	15	-1
COc1ccccc1[C@@H]1C(c2ccccc2)=NN(c2ccccc2)[C@H]1C(=O)N1CCOC1=O	-11	-3	1.7	0	-6	i	55*	11	-1
CC(=O)NCCOc1nc(N(C)C)nc(N2CCCCC2)n1	-2	1	0.8	1	-6	i	-12	-1	-6
CCn1c(=O)cc(SCC(=O)Nc2cc(OC)c(OC)c(OC)c2)c2ccccc21	-2	7	0.3	-55	5	i	2	-4	1
CC(C)NC(=O)Nc1cccc2c1O[C@H](CN(C)C(=O)Nc1ccc(C(F)(F)F)cc1)[C@@H](C)CN([C@H](C)CO)C2=O	-17	1	0.2	0	-3	i	7	3	1
O=C(Nc1c(Cl)ccc2nsnc12)c1ccco1	-6	-6	0.5	-2	-8	i	-8	0	-10
CCCCC(CC)CNC(=O)C1CC=CCC1C(=O)O (stereo not drawn)	6	3	-0.7	3	0	i	-8	0	-4
O=C(C1CCN(S(=O)(=O)c2cccnc2)CC1)N1CCN(c2ccccc2Cl)CC1	-1	-1	1.9	1	-1	i	-2	-13	-4
COc1ccc(Br)cc1CN(C)C(=O)c1ccc2c(c1)NC(=O)C(C)S2 (stereo not drawn)	-5	0	-0.3	-5	-10	i	-3	-6	-1
CNC(=O)C(=O)NCC1OCCCN1S(=O)(=O)c1ccc2c(c1)OCCO2 (stereo not drawn)	2	-4	0.8	-1	-4	i	-7	-5	-10
Cc1nnc(SCCn2c(N(C)Cc3ccccc3)nc3c2c(=O)[nH]c(=O)n3C)s1	-12	0	-0.3	3	-13	i	-5	15	-10
CN(CC(=O)NCCN1CCN(c2ccccc2)CC1)S(=O)(=O)c1ccc2c(c1)CCC(=O)N2	-1	-1	1.9	-1	-1	i	-9	-1	-2
CCOCCCNC(=O)C1CCN(S(=O)(=O)N(CC(C)C)CC(C)C)CC1	0	4	-1.0	5	-6	i	-8	7	-3
COc1ccccc1N1CCN(CC(=O)Nc2ccc(-n3cnnn3)cc2)CC1	-2	1	-1.0	3	2	i	1	-8	-2
O=C(NCCc1ccncc1)Nc1cccc(Cl)c1	2	2	0.0	3	0	i	-4	20	-3
Cc1cccc(N2C(=O)CN=C2Nc2nc(C)cc(C)n2)c1	-5	3	4.1	0	-4	i	-3	10	0

# Single records, from the list above. Order of values: CendR NRP1 mod, MT1-MMP act inh, MsrA inhibitor, Rin1 Abl inh, E coli Lon inh, Neddylation inh, FAS-TE inh, SKN-1 block, bovine MsrA act
# `Cc1cccc(N2C(=O)CN=C2Nc2nc(C)cc(C)n2)c1` is listed with -5, 3, 4.1, 0, -4, i, -3, 10, 0
# `CCn1c(=O)cc(SCC(=O)Nc2cc(OC)c(OC)c(OC)c2)c2ccccc21` is listed with -2, 7, 0.3, -55, 5, i, 2, -4, 1
# `CCOCCCNC(=O)C1CCN(S(=O)(=O)N(CC(C)C)CC(C)C)CC1` is listed with 0, 4, -1.0, 5, -6, i, -8, 7, -3
# `Cc1cc(C)n2cc(CSc3ccc(Cl)cc3)nc2n1` is listed with 10, -1, -0.9, -3, -5, i, 2, 4, -1

# Next part:
canonical_smiles	CendR NRP1 mod	MT1-MMP act inh	MsrA inhibitor	Rin1 Abl inh	E coli Lon inh	Neddylation inh	FAS-TE inh	SKN-1 block	bovine MsrA act
CCOc1cc(-c2nccc3cc(OC)c(OC)cc23)cc(OCC)c1OCC	9	-1	1.0	1	8	i	6	5	-1
CSc1ccc(CN(C)C(=O)CCNS(=O)(=O)c2ccc(C)c(C)c2)cc1	-4	1	-1.4	6	1	i	11	-12	-6
C[C@H](CO)N1C[C@H](C)[C@H](CN(C)S(=O)(=O)c2ccc(F)cc2)OCc2cnnn2CCCC1=O	11	2	-0.5	-3	0	i	-7	10	-2
Cc1nc(CNS(=O)(=O)c2ccc(Br)cc2)cs1	1	2	-0.1	-1	-4	i	-4	-11	0
Cc1cc(C)c(-n2c(O)c(C=NCCN3CCOCC3)c(=O)[nH]c2=O)c(C)c1	-1	3	0.4	1	1	i	-8	5	1
Cc1cc(Cl)c(S(=O)(=O)NCC2CCCO2)cc1OCC(N)=O (stereo not drawn)	-3	-11	-0.1	0	-2	i	-11	10	-2
CS(=O)(=O)N1CCc2cc(-c3csc(NC(=O)Cc4ccccc4)n3)ccc21	14	-4	-0.6	-1	1	i	64*	11	-1
COc1cccc(CN2CCN(C(=O)[C@H]3O[C@@H](n4cnc5c(N)ncnc54)[C@H](O)[C@@H]3O)CC2=O)c1	0	1	1.7	4	-10	i	-10	-1	-9
O=C(O)CC(NC(=O)C12CC3CC(CC(C3)C1)C2)c1ccc2c(c1)OCO2 (stereo not drawn)	5	3	0.3	1	7	i	0	-8	0
O=C1NC[C@@H](CCCCN2CCN(CCC3CCCCC3)C(=O)C2=O)N(CC2CCCCC2)C1=O	-1	1	0.5	nt	5	i	-2	2	-1
Cc1ccc(CNc2cnccn2)s1	-9	-3	1.1	-1	-8	i	-4	15	-1
CC(C)=CCCC(C)CN1CCC(n2nccc2NC(=O)c2ccccc2)CC1 (stereo not drawn)	0	0	0.3	-1	3	i	-1	5	-1
COCCCNc1ncnc2nc[nH]c12	-1	-5	0.0	-1	-4	i	1	-9	-1
COC(=O)c1ccc(N2CCN(c3ccccc3)CC2)c(N)c1	5	4	-1.5	-3	8	i	0	-5	-4
COCC(C)n1c(SCc2nc(N)nc(Nc3ccccc3C)n2)nc2ccccc2c1=O (stereo not drawn)	10	-5	-0.5	0	-2	i	4	14	1
COc1ccc(C(=O)CC(=O)C(=O)Nc2cc(OC)c(OC)c(OC)c2)cc1	-2	-2	-0.4	0	-4	i	-2	20	-3
CN1CCN(C(=O)c2ccc(-c3ccc(F)c(F)c3)c3ccoc23)CC1	12	4	-0.8	-4	-3	i	-5	-3	-5
CS(=O)(=O)N1CCCC(C(=O)Nc2ccc(F)cc2)C1 (stereo not drawn)	3	-3	0.1	-5	4	i	-4	-9	-6
CCOc1cc(/C=C/C(=O)Nc2ccc(C(=O)NCCN(CC)CC)cc2)ccc1OCC(C)C	-8	-16	-0.3	-2	-4	+	0	-1	1
CC(=O)c1cccc(NC(=O)C23CC4CC(C2)CC(n2cncn2)(C4)C3)c1	-1	-5	-0.9	-4	-1	i	-12	6	5
O=C(Nc1ccc(-n2cnnn2)cc1)C1CCCN1C(=O)NC1CCCCC1 (stereo not drawn)	3	-5	1.6	0	-4	i	-7	-22	-4
CN(C)c1ncc(S(=O)(=O)c2ccccc2)c(=O)[nH]1	-6	2	1.4	5	-6	i	-3	-8	-1
CC1CCCCN1C(=O)c1ccc(OC2CCN(S(=O)(=O)N(C)C)CC2)cc1 (stereo not drawn)	11	0	0.2	3	-7	i	0	-11	-2
CC(C)NC(=O)c1c(O)c2cccc3c2n(c1=O)CCC3	4	0	1.3	-3	-1	i	11	-10	-2
O=C(Nc1ccc(Cl)cc1)N1CCC(c2ccccc2)C1 (stereo not drawn)	6	3	0.9	-3	1	i	12	6	-3

# Ordered by value in E coli Lon inh (largest number first): some entries from above
compound,CendR NRP1 mod,MT1-MMP act inh,MsrA inhibitor,Rin1 Abl inh,E coli Lon inh,Neddylation inh,SKN-1 block,bovine MsrA act
CCOc1cc(-c2nccc3cc(OC)c(OC)cc23)cc(OCC)c1OCC,9,-1,1.0,1,8,i,5,-1
CC(C)NC(=O)c1c(O)c2cccc3c2n(c1=O)CCC3,4,0,1.3,-3,-1,i,-10,-2
COCC(C)n1c(SCc2nc(N)nc(Nc3ccccc3C)n2)nc2ccccc2c1=O (stereo not drawn),10,-5,-0.5,0,-2,i,14,1
COc1ccc(C(=O)CC(=O)C(=O)Nc2cc(OC)c(OC)c(OC)c2)cc1,-2,-2,-0.4,0,-4,i,20,-3

# Going on with the list.
canonical_smiles	CendR NRP1 mod	MT1-MMP act inh	MsrA inhibitor	Rin1 Abl inh	E coli Lon inh	Neddylation inh	FAS-TE inh	SKN-1 block	bovine MsrA act
O=C(CCC(=O)N1CCCCCC1)Nc1ccc([N+](=O)[O-])cc1	6	2	1.3	2	-2	i	7	0	-6
Cc1oc2c(c1C(=O)Nc1cccc3ccccc13)CCCC2	5	-6	-0.3	2	6	i	12	28	-11
COCc1cc(CN2CCCC(C(=O)Nc3ccc(-c4ccco4)cc3)C2)ccc1OC (stereo not drawn)	-35	-5	0.6	-1	-26	i	1	3	-3
O=c1[nH]c2c(s1)C(c1cccnc1)C1C3CCC(C3)C1S2 (stereo not drawn)	0	2	nt	-3	-2	i	-2	2	2
O=C(/C=C/c1ccc(S(=O)(=O)N2CCOCC2)cc1)N1CCCCC1	-9	2	-1.0	5	-9	i	-4	1	-4
O=C(OCc1ccccn1)c1ccc(COc2ccc3ccccc3c2)o1	-1	4	0.5	-2	-9	i	38	-22	-3

# Look-ups from the entries so far.
# COCc1cc(CN2CCCC(C(=O)Nc3ccc(-c4ccco4)cc3)C2)ccc1OC (stereo not drawn) – CendR NRP1 mod: -35
# O=c1[nH]c2c(s1)C(c1cccnc1)C1C3CCC(C3)C1S2 (stereo not drawn) – bovine MsrA act: 2
